Compound activity from PubChem BioAssay.
GLP-1R agonist: GLP-1 receptor (human) agonism; HEK293 GLP-1R CRE-luciferase, luminescence, 4-6 h; cells express a hypersensitive GLP-1R form; Potency, µM (top dose mostly 45.6 µM), without a hit: at the highest dose activation, hits mostly activators; 380,000 compounds, 0.007% hits; further: potency means the concentration at half of the fitted maximal effect; % of control where 0% means no effect
Target sequence (P43220 whole entry, looked up): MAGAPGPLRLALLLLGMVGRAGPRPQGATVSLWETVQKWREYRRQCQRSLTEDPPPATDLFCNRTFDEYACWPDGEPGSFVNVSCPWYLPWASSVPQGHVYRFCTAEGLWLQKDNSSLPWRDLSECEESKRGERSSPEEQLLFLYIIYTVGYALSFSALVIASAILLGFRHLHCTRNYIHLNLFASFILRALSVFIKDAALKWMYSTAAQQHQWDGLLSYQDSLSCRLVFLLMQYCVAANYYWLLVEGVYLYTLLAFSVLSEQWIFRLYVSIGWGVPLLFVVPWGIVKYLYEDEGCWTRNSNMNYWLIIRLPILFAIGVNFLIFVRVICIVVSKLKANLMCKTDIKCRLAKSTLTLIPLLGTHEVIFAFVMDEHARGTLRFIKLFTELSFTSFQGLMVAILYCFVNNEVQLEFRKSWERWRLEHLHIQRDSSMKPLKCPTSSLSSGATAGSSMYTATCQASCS
SW480 rerep: DNA re-replication induction in SW480 cells; Potency, µM (titrated, usually from 46.1 µM), for the others: at the top dose re-replication activation, usual class: activators; SW480 DNA re-replication, Hoechst DNA content imaging, 48 h; 340,000 compounds, 1.8% hits; further: potency means the concentration at half of the fitted maximal effect; % of control where 0% means no effect; nearly all actives have a fitted effect of over 55% in size
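First, 250 cells per well were seeded. Next, compound or vehicle (23 nL) was pinned in, plates sat 48 hr at 37 C. Finally Hoechst was added for 40 min before fluorescence scanning.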
HT1080NT lethal: kills 2HG-producing HT-1080-NT fibrosarcoma cells; HT-1080-NT fibrosarcoma viability, CellTiter-Glo ATP luminescence, 48 h; Potency, µM (doses to about 46.1 µM), without a hit: at the top dose activity, negative = less viability, most hits filed as cytotoxic; 360,000 compounds, 1.6% hits; AID 686970;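 further: NT is the 2HG producing partner of a matched IDH1 knockdown line; potency means the concentration at half of the fitted maximal effect; 0% = DMSO-treated cells and -100% = media-only wells without cells; nearly all actives have a fitted effect of over 55% in size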
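750 cells/well, RPMI + 5% FBS; 2 h settle, compound pin-transfer, 48 h at 37 degrees C. CellTiter-Glo 10 min RT, luminescence. Normalized to DMSO and media-only wells.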
DRD3 antagonist: D3 dopamine receptor (human) antagonism; 360,000 compounds, 2.5% hits; P35462; max response, negative = inhibition, %; D3R cells, DiscoveRx beta-arrestin luminescence, antagonist mode; active compounds read low; AID 652054; in the data active means max response below about -50%; inconclusive means no clear call, values can overlap the other calls; further: on the % scale 0 is the no-effect control and ±100 the full control effect; mostly tested at two doses, the higher about 12 µM
Target sequence (P35462 whole entry, looked up): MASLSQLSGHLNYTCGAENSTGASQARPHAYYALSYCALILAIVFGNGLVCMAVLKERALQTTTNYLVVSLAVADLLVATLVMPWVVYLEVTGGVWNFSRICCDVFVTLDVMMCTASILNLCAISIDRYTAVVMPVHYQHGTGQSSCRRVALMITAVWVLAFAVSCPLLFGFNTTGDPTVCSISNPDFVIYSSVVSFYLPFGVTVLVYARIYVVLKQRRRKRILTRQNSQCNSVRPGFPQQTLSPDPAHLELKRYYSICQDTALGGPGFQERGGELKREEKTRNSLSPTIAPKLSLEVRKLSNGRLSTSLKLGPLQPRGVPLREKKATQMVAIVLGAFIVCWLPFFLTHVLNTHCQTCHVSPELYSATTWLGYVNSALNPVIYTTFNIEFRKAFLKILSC
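Cells expressing the human receptor were seeded at 1500 cells/well, incubated overnight at 37 degrees C in 5% CO2, then exposed to library compounds with dopamine controls for 90 minutes at 37 degrees C before luminescent detection.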
IL-1B inflam inh: blocks inflammasome-driven IL-1 beta release; AID 743279; THP-1 LPS/ATP IL-1B secretion, AlphaLISA, 16 h; active compounds read low; activity change, % at 57.5 µM; 360,000 compounds, 4.7% hits; in the data active means activity change below about -50%; inconclusive means mostly about -30% to -49%; further: on the % scale 0 is the no-effect control and ±100 the full control effect
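Secreted IL-1B measured by AlphaLISA bead assay after 16 h compound exposure of THP-1 cells; compounds (final up to 57.5 uM) added 1 h before LPS (250 ng/mL) and ATP (1.25 mM) stimulation; lower signal means less secretion.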
HT1080 IDH1KD tx: toxicity to HT-1080 IDH1 knockdown cells (counter line); 360,000 compounds, 2% hits; Potency, µM (highest dose often 46.1 µM), inactives show at the top dose activity, negative = toxicity, usual class: cytotoxic; AID 686971; HT-1080 IDH1 knockdown viability, ATP luminescence, 48 h;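 further: potency means the concentration at half of the fitted maximal effect; 0% = DMSO wells and -100% = cell-free medium wells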
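Assay cells: HT-1080 with IDH1 knockdown, 750 per well, RPMI/5% FBS. Exposure: 48 h at 37 °C following 2 h pre-incubation. Read: CellTiter-Glo luminescence; fitted concentration-response, curve class assigned.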
KB-V1 MDR tox: KB-V1 MDR subline cytotoxicity; KB-V1 MDR cells viability, CellTiter-Glo, 72 h; Potency, µM (series often up to 46.1 µM), for inactives: top-dose activity change, negative = cytotoxicity, hits mostly cytotoxic; 400,000 compounds, 3.4% hits; AID 1347076; further: potency means the concentration at half of the fitted maximal effect; on the % scale 0 is the no-effect control and ±100 the full control effect; nearly all actives have a fitted effect of over 60% in size
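Drug-selected KB-V1 cells, grown in DMEM lacking phenol red with 10% FBS, receive compound titrations; after three days at 37 degrees C, surviving cell ATP is quantified by CellTiter-Glo luminescence and responses normalized and curve-fitted.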
KB-3-1 cytotox: kills parental KB-3-1 adenocarcinoma cells. KB-3-1 viability, CellTiter-Glo ATP luminescence, 72 h. Potency, µM (titrated, usually from 46.1 µM), for the others: at the highest dose activity change, negative = cytotoxic, usual class: cytotoxic. 400,000 compounds, 1.4% hits; further: potency means the concentration at half of the fitted maximal effect; on the % scale 0 is the no-effect control and ±100 the full control effect; nearly all actives have a fitted effect of over 60% in size
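Cells are dispensed, compounds pinned in, plates held at 37 °C for 72 h, then CellTiter-Glo is added and luminescence read after 10 minutes. Cell line: parental KB-3-1 in phenol-red-free DMEM, 10% FBS.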
DRD3 agonist: agonists of human D3 dopamine receptor; P35462; D3R DiscoveRx beta-arrestin cells, luminescence, 90 min; max activation, %; 410,000 compounds, 0.58% hits; in the data active means max activation above about 30%; further: 0% is about no effect; mostly tested at two doses, the higher about 12 µM
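Cells at 1500/well, incubated overnight, then treated with pinned compounds (dopamine as control) for 90 min at 37 degrees C. DiscoveRx reagent added for 30 - 60 minutes at room temperature; luminescence read.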
* = called active by the depositor; ? = inconclusive; . = no result given; & = joins results of further samples; [ ] = remark or other dose. Unless noted, the call rests on the fitted dose curve; in most records, active means well fitted curve in the direction sought with a large enough effect; inconclusive means small, poorly fitted or top-dose-only effect, or another doubt; inactive means no such curve, though single readings can be large; an effect the other way counts as inactive or inconclusive.

SMILES	GLP-1R agonist	SW480 rerep	HT1080NT lethal	DRD3 antagonist	IL-1B inflam inh	HT1080 IDH1KD tx	KB-V1 MDR tox	KB-3-1 cytotox	DRD3 agonist
Cc1ccc(C)c(N2CCN(S(=O)(=O)c3cc(Br)cc4c3N(C(=O)C3CC3)CC4)CC2)c1	0%	.	.	.	.	.	2%	1%	2
COc1ccc(NC(=O)CN(C)C(=O)c2ccc(S(=O)(=O)N3CCOCC3)cc2)cc1	10%	.	-1%	-16	-1	1%	?	4%	-4
COc1cccc(CC(=O)Nc2cccc3ccccc23)c1	21%	-131%[inhibitor]	19%	2	-9	9%	1%	4%	2
CC1(C)CC(=O)C(C=Nc2ccc(O)c(N=CC3=C(O)CC(C)(C)CC3=O)c2)=C(O)C1	-5%	-6%	0%	4	7	1%	-4%	-20%	9
Cc1c(C#N)c(NC(=O)C(C)C)n(Cc2ccccc2)c1C	-1%	42%	-1%	4	21	4%	-5%	-7%	4
CCn1c(SC)nnc1-c1nnc(SC)n1CC	1%	-1%	0%	13	18	0%	0%	14%	17
COc1ccc(-c2cn(-c3ccc(OC)cc3)c(=S)[nH]2)cc1	8%	-2%	8%	45	-13	6%	1%	0%	-7
Cc1ccc(C(=O)COC(=O)c2ccc(Cl)c(N)c2)s1	17%	-7%	1%	-23	-11	8%	-16%	0%	-6
COCc1nnc(NC(=O)CCCCCN2C(=O)c3ccccc3C2=O)s1	4%	4%	-2%	7	23	?	?	13%	3
N#CC1=C(N2CCOCC2)/C(=C\c2ccccc2)CC1	12%	-15%	-5%	-3	10	-10%	-4%	-1%	-4
CN(C(=O)COC(=O)CSc1ccc([N+](=O)[O-])cc1)c1ccccc1	-1%	-3%	-4%	-16	0	-4%	?	-7%	-9
Cc1cc(C)n2nc(C(=O)OCC(=O)NC(=O)c3ccccc3)nc2n1	-1%	-6%	25%	8	-8	26%	?	12%	8
CC1C/C(=C/c2ccncc2)C(=O)/C(=C/c2ccncc2)C1 (centres undefined)	-9%	?	?	-14	-84*	3.7µM*	6%	?	-6
Cc1ccc(S(=O)(=O)N2C[C@H]3C(=O)C[C@@H](c4ccccc4)N(S(=O)(=O)c4ccc(Br)cc4)[C@H]3C[C@H]2c2ccccc2)cc1	1%	.	11%	1	-7	10%	14%	0%	11
Cc1cc(Br)ccc1NC(=S)Nc1cccc([N+](=O)[O-])c1	-12%	-81%[inhibitor]	6%	-6	-8	9%	?	19%	-1
CCO[C@H]1OC(C(=O)N2CCOCC2)=C[C@@H](c2ccc3c(c2)OCO3)[C@@H]1CCCO	-1%	-20%[9.22 µM]	17%	29	17	4%	-5%	-7%	6
COc1cc([N+](=O)[O-])ccc1-c1ccc(/C=N/NC(=O)OC(C)(C)C)o1	10%	2%	1%	41	6	10%	-9%	-11%	21
CC(C)c1ccc(NC(=O)C2CC2c2ccccc2)cc1 (centres undefined)	8%	?	7%	4	30	-1%	7%	?	5
CN1CCCN(S(=O)(=O)c2ccc(Cl)c(Cl)c2)CC1	4%	?	-15%	-25	9	-3%	-3%	-5%	-11
CN1C(=O)C(C)(C)c2cc(S(=O)(=O)N(C)Cc3ccccc3)ccc21	14%	-7%	4%	8	-1	5%	18%	11%	5
Cc1ccc(C(=O)c2cc3c(cc2[N+](=O)[O-])OCCO3)cc1	-4%	-4%	-2%	3	?	-19%	-21%	-8%	-7
CN(CC(=O)Nc1ccccc1Cl)C(=O)c1cccc(S(=O)(=O)N2CCN(Cc3ccccc3)CC2)c1	0%	10%	21µM*	0	-15	-6%	?	-18%	3
CC(=O)C1=C(c2ccccc2)NC(=O)NC1c1cccs1 (centres undefined)	-8%	-67%[inhibitor]	0%	-8	-1	22%	16%	15%	1
CCCCN(C(=O)c1cc(-c2ccco2)nc2ccccc12)c1c(N)n(CCC)c(=O)[nH]c1=O	4%	-2%	3%	3	-5	9%	-8%	-5%	1
CCNc1nc(NC(C)C)nc(Oc2ccc(=O)n(C)n2)n1	6%	0%	9%	7	-6	18%	-8%	-1%	2
Continuation.
SMILES	GLP-1R agonist	SW480 rerep	HT1080NT lethal	DRD3 antagonist	IL-1B inflam inh	HT1080 IDH1KD tx	KB-V1 MDR tox	KB-3-1 cytotox	DRD3 agonist
CCN(CCO)C(=O)c1ccc2nc(Cc3cccc(Cl)c3)oc2c1	7%	15%	6%	9	20	-6%	-30%	1%	2
CC(C)[C@H](NC(=O)N1CCn2c1nc1ccccc12)C(=O)N[C@H](Cc1ccccc1)C(=O)O	-5%	0%	-1%	0	21	-3%	0%	0%	-21
COc1cccc(N2C(=NC(=O)CCC3CCCC3)SC3CS(=O)(=O)CC32)c1 (centres undefined)	-4%	-9%	-9%	3	12	4%	-9%	-6%	-14
N#CC1=C(SCc2ccccc2)NC(=O)C(C#N)C12CCCC2 (centres undefined)	6%	0%	-8%	-22	-5	-13%[9.24 µM]	15µM*	12µM*	8
CC1=C(C(=O)N(C)C)C(c2cccc(Cl)c2)NC(=O)N1 (centres undefined)	6%	-10%	16%	9	6	13%	0%	25%	1
CN(C)C(=O)CSc1ccc(S(=O)(=O)N2CCCC2)cn1	-11%	-3%	-4%	-1	-7	14%	-2%	-1%	6
CCCCNC(=S)N1CCn2cccc2C1c1ccc(F)cc1 (centres undefined)	1%	?	?	-6	-86*	?	?	?	-4
O=C(N/N=C/C1CC=CCC1)c1ccccc1O (centres undefined)	10%	?	2%	-17	-2	-1%	18%	-10%	-7
COC(=O)C1CCN(S(=O)(=O)c2cc3c4c(c2)CCN4C(=O)CC3)CC1	8%	2%	0%	18	-5	1%	8%	-4%	2
Cc1cc(=O)n2nc(N3CCCC(C(=O)NCc4ccccc4Br)C3)sc2n1 (centres undefined)	3%	1%	5%	-4	6	4%	5%	0%	5
CCOc1cc(S(=O)(=O)Nc2cc(C)cc(C)c2)ccc1Cl	-6%	23%	?	30	-59*	?	-2%	-25%	-2
COc1cccc(NC(=O)C2(C)CCN2C(=O)CC2CCCC2)c1 (centres undefined)	-3%	.	9%	11	-2	-8%	16µM*	-8%	-3
CCCCN1CC[C@H]2C=CC[C@@H](C(=O)NCc3ccc(OC)cc3)[C@H]2C1=O	-4%	1%	10%	-10	-6	-1%	?	0%&-5%	7
CCC(=O)N1CCN(c2cc(NCC3CCCO3)c(F)cc2[N+](=O)[O-])CC1 (centres undefined)	7%	-5%	6%	-7	44	23%	-16%	?	-12
CCC(=O)NC(=S)Nc1ccc(NC(=O)COc2ccc(Cl)cc2Cl)cc1	-2%	2%	-11%	2	-10	-6%	?	0%	-3
Cc1ccc(S(=O)(=O)NC(=O)NCCCCNC(=O)NS(=O)(=O)c2ccc(C)cc2)cc1	1%	-3%	25%	1	7	26%	2%	0%	-3
COc1cccc(CNC(=O)CCS(=O)(=O)c2cc3c(cc2C)NC(=O)CO3)c1	5%&-7%	-11%	?	0	-3	8%	-1%&7%	0%&15%	-2&5
O=C(NNC(=O)c1ccc(Br)o1)c1ccc(NC(=O)c2ccccc2)cc1	9%	1%	-14%	11	2	-27%	-8%	3%	4
CCOc1ccc(N(C(C)C(=O)NCCSc2ccc(C)cc2)S(C)(=O)=O)cc1 (centres undefined)	0%	.	.	.	.	.	0%	1%	6
CCCc1nnc(NC(=O)c2cn(CC)c3cc(N4CCN(C)CC4)c(F)cc3c2=O)s1	7%	-22%	3%	10	0	12%	-5%	5%	6
COc1ccc(CC(=O)OCC(=O)NCc2ccc(Cl)cc2)cc1	3%	-28%	-10%	-16	-14	0%	?	?	-4
O=C(Nc1ccccc1)N(CCCN1CCOCC1)Cc1cc2cc3c(cc2[nH]c1=O)OCCO3	9%	-3%	-12%	-9	-26	-10%	-1%	-9%	-5
CCOC(=O)N1CCN(C(=O)c2cc(OC)cc(OC)c2)CC1	-2%	-17%	11%	-9	10	21%	-15%	-2%	0
CCN1CCN(C(c2ccccc2)c2nnnn2Cc2ccc3c(c2)OCO3)CC1 (centres undefined)	-4%	20%	-2%	11	?	0%	?	-9%	-2
Cc1ccc(C)c(N/C(N)=N/c2nc(C)cc(C)n2)c1	-30%	4%	5%	-12	-111*	-11%	16µM*	1%	-4
The list continues.
SMILES	GLP-1R agonist	SW480 rerep	HT1080NT lethal	DRD3 antagonist	IL-1B inflam inh	HT1080 IDH1KD tx	KB-V1 MDR tox	KB-3-1 cytotox	DRD3 agonist
COCCCN1C(=O)c2ccc(C(=O)NCc3ccco3)cc2C1=O	-3%	3%	25%	0	23	20%	10%	8%	2
CCN(CC)S(=O)(=O)c1cccc(NC(=O)COC(=O)CCC(=O)c2cccs2)c1	2%	-7%	-1%	10	0	-2%	10%	-4%	3
CCOC(=O)c1[nH]c2cc(OC)c(OC)cc2c1NC(=O)CCN1CCSCC1	9%	-13%	6%	7	17	-2%	-3%	-1%	2
CC(C)CSc1ncc(-c2cccc(C(F)(F)F)c2)cn1	-9%	-8%	15%	2	9	23%	-1%	6%	2
CCOC(=O)c1ccccc1NC(=O)c1n[nH]c(=O)c2ccccc12	-4%	-1%	23%	4	0	22%	?	?	3
CN1CCc2nc3sc(C(=O)C45CC6CC(CC(C6)C4)C5)c(N)c3cc2C1	-19%	21µM*	-3%	-24	-16	-1%	0%	-3%	-3
CCC(C)NC(=O)CN1C(=O)NC2(CCOc3ccccc32)C1=O (centres undefined)	-1%	-10%	25%	-2	27	17%	10%	6%	2
COc1ccc(NC(=O)CN2CCN(S(=O)(=O)c3ccc(Cl)cc3)CC2)cc1Cl	-1%	0%	0%	19	-13	-10%	-5%	4%	-8
CN(C)c1ccc(/C=C/C(=O)c2cccnc2)cc1	12%	3%	-5%	-11	?	15%	-12%	?	-7
CCOC(=O)CN1C(=O)S/C(=C/c2cccc([N+](=O)[O-])c2O)C1=O	0%	3%	2%	?	?	25%	-10%	?	-11
